Screens (PubChem BioAssay)
IL1B secr inh – inhibitors of inflammasome signaling (IL-1 beta secretion) | hit rate 4.7% among 360,000 | activity change, % at 57.5 µM | AID 743279 | THP-1 LPS/ATP IL-1B secretion, AlphaLISA, 16 h; stronger effect = lower value; in the data active = activity change below about -50%; inconclusive = mostly about -30% to -49%; also: % is scaled to controls: 0 for no effect and ±100 for the full control effect
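THP-1 cells pretreated 1 hr with compounds (up to 57.5 uM final), then stimulated with LPS (250 ng/mL final) plus ATP (1.25 mM final); secreted IL-1B measured by AlphaLISA after 16 hr, decreased signal indicating inhibition.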
HT1080 IDH1KD tx – kills HT-1080 cells with IDH1 knockdown | HT-1080 IDH1 knockdown viability, ATP luminescence, 48 h | Potency, µM (titrated, usually from 46.1 µM), without a hit: at the highest dose activity, negative = toxicity, hits mostly cytotoxic | hit rate 2% among 360,000 | AID 686971;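 also: potency is read from the fitted curve at half-maximal effect; 0% = DMSO wells and -100% = cell-free medium wells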
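Luminescent ATP read-out (CellTiter-Glo, 10 min at room temperature) after 48 h compound exposure at 37 °C gave viability of IDH1-knockdown HT-1080 cells. Activity was normalised to DMSO and cell-free wells, then fitted as concentration-response curves.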
KB-V1 cytotox – kills drug-selected multidrug resistant KB-V1 cells. hit rate 3.4% among 400,000. Potency, µM (top dose mostly 46.1 µM), for the others: at the highest dose activity change, negative = cytotoxicity, hits mostly cytotoxic. KB-V1 MDR cells viability, CellTiter-Glo, 72 h; also: potency is read from the fitted curve at half-maximal effect; % is scaled to controls: 0 for no effect and ±100 for the full control effect; nearly all actives have a fitted effect of over 60% in size
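KB-V1, DMEM (no phenol red) + 10% FBS; cpd pin-transferred, titration series; 72 h, 37 degrees C; CellTiter-Glo, luminescence. Data normalized, curve-fit.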
HT1080-NT tox – kills 2HG-producing HT-1080-NT fibrosarcoma cells. hit rate 1.6% among 360,000. HT-1080-NT fibrosarcoma viability, CellTiter-Glo ATP luminescence, 48 h. Potency, µM (highest dose often 46.1 µM), without a hit: at the highest dose activity, negative = less viability, most hits filed as cytotoxic;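 also: NT is the 2HG producing partner of a matched IDH1 knockdown line; potency is read from the fitted curve at half-maximal effect; 0% = DMSO-treated cells and -100% = media-only wells without cells; nearly all actives have a fitted effect of over 55% in size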
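Viability of the 2HG-overproducing fibrosarcoma line after 48 hours of compound exposure at 37 degrees C was determined by luminescence with CellTiter-Glo, and concentration-effect curves were then fitted and categorized.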
D3 ag – D3 dopamine receptor (human) agonism | D3R DiscoveRx beta-arrestin cells, luminescence, 90 min | max activation, % | hit rate 0.58% among 410,000 | AID 652048; in the data active = max activation above about 30%; also: 0% is about no effect; mostly tested at two doses, the higher about 12 µM
Target sequence (P35462 whole entry, looked up): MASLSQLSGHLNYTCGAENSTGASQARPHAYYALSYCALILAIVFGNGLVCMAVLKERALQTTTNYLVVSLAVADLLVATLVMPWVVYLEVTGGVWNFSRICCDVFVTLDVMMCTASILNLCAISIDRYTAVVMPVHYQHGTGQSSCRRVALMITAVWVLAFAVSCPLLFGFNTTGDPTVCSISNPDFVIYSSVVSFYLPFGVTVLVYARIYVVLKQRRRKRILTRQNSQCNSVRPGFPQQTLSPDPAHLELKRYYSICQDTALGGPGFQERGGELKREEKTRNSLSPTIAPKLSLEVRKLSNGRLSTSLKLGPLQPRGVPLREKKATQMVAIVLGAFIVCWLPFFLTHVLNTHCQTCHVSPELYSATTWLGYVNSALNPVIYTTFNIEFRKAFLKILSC
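Agonist-mode cell screen: cells plated at 1500/well and incubated overnight at 37 °C, then exposed to library compounds for 90 min at 37 °C. Detection reagent was added for 30–60 min at room temperature, and luminescence was read.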
GLP1R ag – activates the human GLP-1 receptor; HEK293 GLP-1R CRE-luciferase, luminescence, 4-6 h; cells express a hypersensitive GLP-1R form; Potency, µM (highest dose often 45.6 µM), for inactives: at the highest dose activation, usual class: activators; hit rate 0.007% among 380,000; AID 624172; also: potency is read from the fitted curve at half-maximal effect; % of control where 0% means no effect
Target sequence (P43220 whole entry, looked up): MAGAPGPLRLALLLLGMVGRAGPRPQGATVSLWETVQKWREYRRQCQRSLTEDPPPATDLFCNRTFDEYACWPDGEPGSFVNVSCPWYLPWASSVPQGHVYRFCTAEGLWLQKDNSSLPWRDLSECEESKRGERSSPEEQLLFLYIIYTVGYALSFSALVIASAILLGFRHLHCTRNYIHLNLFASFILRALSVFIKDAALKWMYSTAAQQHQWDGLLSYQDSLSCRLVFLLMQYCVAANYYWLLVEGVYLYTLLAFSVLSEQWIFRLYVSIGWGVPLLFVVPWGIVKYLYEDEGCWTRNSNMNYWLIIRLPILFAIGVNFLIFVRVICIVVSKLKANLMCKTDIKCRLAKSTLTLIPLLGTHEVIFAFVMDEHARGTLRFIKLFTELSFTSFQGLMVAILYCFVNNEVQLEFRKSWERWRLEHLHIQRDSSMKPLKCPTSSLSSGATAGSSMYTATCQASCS
D3 antag – blocks the human D3 dopamine receptor; P35462; D3R cells, DiscoveRx beta-arrestin luminescence, antagonist mode; stronger effect = lower value; max response, negative = inhibition, %; hit rate 2.5% among 360,000; in the data active = max response below about -50%; inconclusive = no clear call, values can overlap the other calls; also: % is scaled to controls: 0 for no effect and ±100 for the full control effect; mostly tested at two doses, the higher about 12 µM
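Cells plated overnight at 1500 cells/well, then exposed to library compounds with dopamine controls for 90 minutes at 37 degrees C. DiscoveRx reagent added for 30–60 minutes at room temperature; luminescence read, quantitative HTS format.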
SW480 rerep – DNA re-replication induction in SW480 cells. SW480 DNA re-replication, Hoechst DNA content imaging, 48 h. Potency, µM (titrated, usually from 46.1 µM), for inactives: at the top dose re-replication activation, hits mostly activators. hit rate 1.8% among 340,000. AID 624297; also: potency is read from the fitted curve at half-maximal effect; % of control where 0% means no effect; nearly all actives have a fitted effect of over 55% in size
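Treated cells incubate 48 hr (37 C, 5% CO2), are stained 40 min with Hoechst, and nuclear fluorescence is enumerated; a rise in nuclei with high DNA signal marks re-replication.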
KB-3-1 tox – kills parental KB-3-1 adenocarcinoma cells. AID 1347075. hit rate 1.4% among 400,000. KB-3-1 viability, CellTiter-Glo ATP luminescence, 72 h. Potency, µM (series often up to 46.1 µM), inactives show at the highest dose activity change, negative = cytotoxic, hits mostly cytotoxic; also: potency is read from the fitted curve at half-maximal effect; % is scaled to controls: 0 for no effect and ±100 for the full control effect; nearly all actives have a fitted effect of over 60% in size
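Viability of parental KB-3-1 cells, measured by CellTiter-Glo luminescence, followed a 72 h incubation at 37 °C with pinned compounds in phenol-red-free DMEM containing 10% FBS.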
Active calls of the source: *; i = inactive; ? = inconclusive; nt = no result given; & = joins results of further samples; [ ] = dose if it differs, or a comment. Unless noted, calls follow the shape of the dose curve; as a rule, active = well fitted curve in the direction sought with a large enough effect; inconclusive = small, poorly fitted or top-dose-only effect, or another doubt; inactive = no such curve, though single readings can be large; an effect the other way counts as inactive or inconclusive.

SMILES	IL1B secr inh	HT1080 IDH1KD tx	KB-V1 cytotox	HT1080-NT tox	D3 ag	GLP1R ag	D3 antag	SW480 rerep	KB-3-1 tox
CCOc1cc(N2CCOCC2)c(OCC)cc1NC(=S)NCCCOC	-3	24%	-17%	24%	1	2%	-12	0%	14%
COc1ccc(-c2cc(C(=O)N3CCN(c4ccccn4)CC3)c3ccccc3n2)cc1	-28	?	0%	?	33*	-6%	17	21µM*	-2%
Cc1cc(/C=C2/NC(=S)NC2=O)c(C)n1-c1cccnc1	-9	-20%	0%	-19%	2	7%	2	-4%	?
Cc1ccc(/C=C(\C#N)C(=O)NCCN2CCOCC2)cc1	-18	-1%	7%	0%	7	2%	1	-1%	1%
O=C(CCNC(=O)c1ccccc1)N/N=C/c1ccc([N+](=O)[O-])cc1	0	0%	-11%	9%	1	-1%	9	-2%	-6%
O=C1C=C(Nc2ccc(Cl)cc2)CC(c2ccco2)C1 (centres undefined)	-16	?	0%	?	-6	-17%	-2	?	?
CCn1ccnc1CNC(=O)C1CCC(=O)N(Cc2ccccc2F)C1 (centres undefined)	i	24%	-15%	1%	2	-12%	-8	-7%	9%
O=C(c1ccco1)N1N=C(c2ccc(Cl)cc2)CC1c1ccco1 (centres undefined)	?	-3%	-24%	?	-2	3%	5	-1%	?
c1coc(-c2ccnc3nc(-n4cccc4)nn23)c1	41	0%	-20%	-6%	-2	14%	-1	4%	1%
O=C(CN1CCN(Cc2ccc3c(c2)OCO3)CC1)Nc1cc(S(=O)(=O)N2CCCC2)ccc1Cl	-3	10%	?	3%	-10	5%	-18	9%	0%
COc1ccc(CC2CCOC2=O)cc1 (centres undefined)	22	4%	25%	1%	2	-11%	1	0%	8%
Cc1cccc(C(=O)NC(=O)Nc2c(C)cc(C)nc2C)c1	12	-7%	?	0%	3	6%	0	-3%	-13%
COC(=O)c1cc2c(n(Cc3ccccc3)c1=O)CCCC2=O	-4	-5%	-3%	-4%	-24	-4%	-11	-6%	0%
NC(Cc1ccc(C(F)(F)F)cc1)c1csc(Nc2ccc(C(=O)c3ccccc3)cc2)n1 (centres undefined)	-70*	?	23µM*	?	7	-6%	103	nt	?
CC1CCN(C(=O)c2ccc(CNS(=O)(=O)c3ccc(C(C)(C)C)cc3)cc2)CC1	-15	-2%	?	-12%	7	5%	4	-16%	?
CCOc1ccc(-c2nc(C#N)c(NCc3ccco3)o2)cc1	?	21%	-8%	-4%	-13	33%	-4	-1%	-14%
Cc1ccnc(NC(=O)CNC(=O)c2ccccc2)c1	5	0%	11%	14%	1	10%	3	-720%[inhibitor]	-3%
CCOC(=O)c1ccc(NC(=O)CC2C(=O)OCCN2CC)cc1 (centres undefined)	0	15%	9%&-16%	23%	-10&-1	1%&0%	-13	20%	3%&-5%
Cc1cccc(C)c1NC(=S)N1CCC(c2ccccc2)C1 (centres undefined)	-15	2%	?	-4%	-6	13%	-4	-7%	-6%
COc1ccc2cc(-c3nc(Cl)c4c5c(sc4n3)CCCC5)c(=O)oc2c1	nt	nt	?	nt	8	-2%	nt	nt	-4%
COc1cc(NC(=O)c2cc(-c3ccccc3)on2)cc(OC)c1OC	-14	1%	?	3%	-4	17%	8	0%	?
CSc1nc2ccccc2c(=O)n1Cc1ccc(F)cc1	1	-4%	?	-10%	-4	23%	-1	5%	1%
Cc1ccc(CN(Cc2ccccn2)C(=O)Nc2ccc(C)c(C)c2)cc1	-58*	?	9%	-19%	8	16%	0	?	-2%
C[C@H](CO)N1C[C@H](C)[C@@H](CN(C)S(=O)(=O)c2ccc(C#N)cc2)OCc2cn(nn2)CCCC1=O	12	12%	11%	8%	2	-5%	-5	nt	1%
CN(CC(=O)Nc1ccc(N2CCOCC2)cc1)C(=O)CCCOc1ccc(Cl)cc1Cl	-17	-28%	-26%	?	-1	24%	8	?	-28%
CC(=O)c1ccccc1N(C(=O)c1ccco1)C(C(=O)NC1CCCC1)c1ccc(N2CCOCC2)cc1 (centres undefined)	8	8%	-7%	-15%	3	-1%	11	1%	10%
Cc1nnsc1SCCNC(=O)c1ccc(F)cc1	-11	15%	-23%	8%	2	-6%	17	1%	1%
CCOC(=O)Cn1nnnc1CN(Cc1ccc(OC)cc1)Cc1cc2cc(C)ccc2[nH]c1=O	12	2%	-29%	9%	3	0%	-14	2%	10%
Cc1ccc(C(=O)COC(=O)CCN2C(=O)C3C4C=CC(C5CC45)C3C2=O)cc1 (centres undefined)	6	-1%	16%	12%	1	-2%	-3	-8%	-4%
Cc1ccc(S(=O)(=O)C(C)C(=O)c2ccc3c(c2)OCCO3)cc1 (centres undefined)	3	-2%	2%	?	9	0%	21	-3%	-9%
CCn1cc(C(=O)NCc2ccccc2OC)c(=O)c2ccc(C)nc21	7	1%	-10%	6%	4	0%	1	-4%	14%
Cc1cccc(C2=N/C(=C\c3cccnc3)C(=O)O2)c1	7	2%	10%	9%	1	-6%	1	-3%	5%
O=C(COC(=O)C1CC1)Nc1cccc(Cl)c1	12	12%	23%	0%	-7	1%	22	nt	2%
COC(=O)c1cc(COC(=O)COc2ccc(C)c(C)c2)oc1C	30	16%	4%	15%	5	6%	20	0%	16%
Oc1ccc2ccccc2c1CN1CC2CCC(CC2)C1	-18	5%	9%	-2%	6	18%	4	-2%	5%
COc1ccc(S(=O)(=O)Nc2ccccc2C(=O)NCc2ccco2)cc1Br	8	0%[9.24 µM]	-34%	-5%	-6	-17%	0	-7%	10%
O=c1[nH]c(NC2CCCCC2)c([N+](=O)[O-])c(=O)[nH]1	17	17%	5%	1%	5	6%	7	-4%	-5%
COc1ccccc1/C=C/C(=O)NC(=S)N1CCOCC1	-16	0%	-18%	13%	-9	0%	-21	-5%	16%
CC(C)[C@H](NC(=O)N1CC(=O)Nc2ccccc21)C(=O)N[C@@H](C(=O)O)c1ccccc1	2	19%	?	6%	2	-1%	16	-11%	1%
O=C(NC1CC2CCC1C2)c1ccc(CN2CCOCC2)cc1 (centres undefined)	3	5%	7%	7%	1	4%	?	0%[9.22 µM]	14%
COc1ccc(CC(=O)Nc2ccc(S(=O)(=O)Nc3ncccn3)cc2)cc1	0	13%	-5%	16%	0	-10%	1	-1%	10%
CN1CCN(C(=O)c2cc(COc3c(F)cccc3F)on2)CC1c1ccccc1 (centres undefined)	-7	-2%	-2%	-18%	-3	18%	-23	15%	?
Cc1ccc(S(=O)(=O)NC(CC(=O)O)c2ccco2)cc1 (centres undefined)	-13	-4%	12%	7%	-9	-9%	-15	-11%	-2%
CCN(c1ccccc1)S(=O)(=O)c1cc(C(=O)OC2CCOC2=O)ccc1C (centres undefined)	31	1%	0%	10%	1	-8%	11	-6%	1%
O=C1CC(=O)N(c2cccc(F)c2)N1	-3	-5%	?	-2%	-12	-5%	-51*	-5%	-7%
CN(NS(=O)(=O)c1ccc(Cl)cc1)c1ncc(C(F)(F)F)cc1Cl	-6	-2%	18%	-1%	-7	7%	15	2%	2%
Cc1cc(C)n(-c2ccc(NC(=O)C3CCN(Cc4ccc(C)o4)CC3)cc2)n1	10	0%	7%	-3%	-2	11%	4	-6%	1%
COC(=O)C1=C(C(=O)c2ccccc2)C(c2ccc(O)c(OC)c2)n2nnnc2N1 (centres undefined)	-1	-4%	0%	1%	-15	42%	-19	0%	1%
Cc1ccc(CN(C)C(=O)c2cc(Br)c(Br)s2)o1	-22	18%	1%	21%	1	13%	-10	-3%	-1%
Cc1ccc(F)cc1NC(=O)COC(=O)C1CC2CCCC(C1)C2=O (centres undefined)	8	0%	30%	-3%	-10	0%	-5	nt	10%
C=CCNC(=S)NNC(=O)c1ccc(=O)n(Cc2ccc(Cl)cc2Cl)c1	41	-3%	11%	-15%	-12	7%	-20	0%	10%
N=c1n(CC(=O)c2ccc(Br)s2)c2ccccc2n1Cc1ccccc1	-104*	-3%	?	-1%	-9	15%	19	?	-20%
COc1ccc(C(C(=O)NC(C)(C)C)N(Cc2ccc(F)cc2)C(=O)CCC(=O)Nc2cc(C)on2)cc1 (centres undefined)	-7	-9%	-15%	-1%	-7	12%	-13	-23%	1%
O=C(Cn1c(=O)n(-c2ccccc2Cl)c(=O)c2sc3ccccc3c21)NC1CCCCC1	nt	nt	-19%	nt	0	-1%	nt	nt	-5%
CC(NCC(O)COCc1ccc(Cl)cc1)c1ccccc1 (centres undefined)	-59*	?	19%	-28%	-3	0%	1	0%	6%
O=C(O)Cc1csc2ccccc12	23	4%	7%	11%	6	-15%	2	-6%[9.22 µM]	1%
Cc1noc(C)c1C(=O)NNc1cc(Cl)ccc1Cl	-4	-26%	22%	?	9	5%	0	1%	-18%
COc1cccc(C(=O)NCCS(=O)(=O)NCCc2ccc(OC)c(OC)c2)c1	12	8%	25%	6%	5	0%	0	-6%	-14%
Cc1ccc(S(=O)(=O)NCC(=O)N(CC(=O)NCC2CCCO2)c2cccc(F)c2)cc1 (centres undefined)	-8	0%	2%	7%	-16	0%	-12	-6%	-7%
C#CCOCCOCCOCCNc1nc(N2CCN(C(=O)[C@H]([C@@H](C)CC)n3cc(CCCCN)nn3)CC2)nc(N2CCN(C(=O)[C@H](C)n3cc(CCC(=O)O)nn3)CC2)n1	0	4%	16%	11%	2	7%	18	-35%[inhibitor]	0%
O=C(Nc1nc(-c2cccs2)cs1)c1cccc(S(=O)(=O)N2CCCCC2)c1	0	-21%	?	-3%	-7	-18%	-69*	-2%	?
CNC(=O)CC1C(=O)N(C)C(=S)N1NC(=O)c1ccccc1 (centres undefined)	12	8%	0%	2%	-4	-1%	1	-1%	10%

Not a hit list. Share with any hit: about 12%.
